PKA-R2B act – activators of human PKA-R2B complex. P22694+P31323. PKA-R2B holoenzyme dissociation, Cy5-IP20 fluorescence polarization; R2B truncated from residue 108, S112A mutant; 0% DMSO only, 100% 113 µM cGMP. activation, % at 11.4 µM. 340,000 compounds, 0.079% hits. AID 504700;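 active = activation above a cutoff set at the mean over all compounds plus 3 SD, cut at about 18% in these data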;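 also: higher means more holoenzyme dissociation and a rise in polarization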
Rtt109 Vps75 – inhibitors of Candida albicans Rtt109/Vps75 histone acetyltransferase | Q5AAJ8 | purified Rtt109/Vps75, ThioGlo CoA-SH fluorescence, 4 h | inhibition, % at 34.9 µM | 330,000 compounds, 0.16% hits | AID 540336;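 active = inhibition of at least 50% in every replicate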
Target sequence (Q5AAJ8 whole entry, looked up): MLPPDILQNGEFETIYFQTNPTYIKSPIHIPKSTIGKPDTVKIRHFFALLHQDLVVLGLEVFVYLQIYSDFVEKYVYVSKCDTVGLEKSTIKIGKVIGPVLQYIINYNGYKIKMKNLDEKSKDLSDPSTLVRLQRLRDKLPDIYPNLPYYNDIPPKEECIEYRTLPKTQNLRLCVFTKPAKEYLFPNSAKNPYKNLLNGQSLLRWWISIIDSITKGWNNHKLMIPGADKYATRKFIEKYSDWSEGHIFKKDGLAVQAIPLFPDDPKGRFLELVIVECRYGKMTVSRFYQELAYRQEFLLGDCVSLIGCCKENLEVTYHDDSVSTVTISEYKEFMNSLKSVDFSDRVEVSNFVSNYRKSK
RTF Ca sens act – cardiac RTF calcium sensitization | P19429+P45379 | IANBD-labeled TnC RTF fluorescence at EC20 calcium; 0% EC20 calcium, 100% full calcium | activation, % at 7.2 µM | 340,000 compounds, 0.24% hits;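 active = activation above the mean over all tested compounds plus 3 SD, cut at about 30% in these data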;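 also: rise in fluorescence read as greater calcium sensitivity of cardiac thin filaments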
CAL PDZ FP-1 – human CAL PDZ-peptide interaction inhibition; AID 504414; 330,000 compounds, 0.02% hits; inhibition, % at 20 µM; purified CAL PDZ, TMR-peptide fluorescence polarization, 1 h; Q9HD26;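 active = highest replicate inhibition of at least 40%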;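 also: plate controls were DMSO neutral control wells for no effect and unlabeled competitor peptide control wells for full effect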
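System: tagged CAL PDZ domain. Schedule: 1 h room-temperature incubation prior to read. Signal: fluorescence polarization (mP). Measure: percent inhibition from loss of millipolarization.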
SR-BI uptake up – enhances SR-BI lipid uptake from DiI-HDL | CHO ldlA[mSR-BI] cells, DiI-HDL uptake fluorescence, 3 h; 100 = double the neutral-control signal | activation, % at 12.5 µM | 320,000 compounds, 0.096% hits;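 active = mean replicate activation of at least 60% and every replicate at or above 60%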;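 also: 0% = median plate neutral-control signal and 100% = twice that signal; values of inactives mirror those of a sister screen read the other way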
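Material: SR-BI-overexpressing, LDLR-lacking CHO cells | Dosing: Single compound concentration, delivered by pin transfer | Probe or stimulus: Labelled HDL, 10 µg/mL | Signal: Bottom-read cell fluorescence after medium removal, ex 550/em 595 nm | Schedule: 3 h, 37 °C | Evaluation: HDL uptake via cellular fluorescence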
RTF Ca sens inh – cardiac RTF calcium desensitization; P19429+P45379; IANBD-labeled cardiac RTF, Ca2+ fluorescence; inhibition, % at 7.15 µM; 340,000 compounds, 0.12% hits;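 active = inhibition above the mean inhibition of all tested compounds plus 3 SD, cut at about 17% in these data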;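 also: assay run at fixed EC70 calcium of 1.6 mM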
Keap1 Nrf2 FP – inhibitors of human Keap1-Nrf2 protein-protein interaction; Q14145; Keap1 Kelch-Nrf2 peptide fluorescence polarization, 1536-well; inhibition, % at 9.4 µM; 340,000 compounds, 0.15% hits; AID 504523; in the data active = inhibition above about 12%;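 also: human Keap1 Kelch domain with fluorescein labeled Nrf2 9mer peptide probe; 0% = neutral control wells and 100% = peptide positive control; higher means more block of Keap1 binding to Nrf2 peptide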
Target sequence (Q14145 whole entry, looked up, the tested form may be a part): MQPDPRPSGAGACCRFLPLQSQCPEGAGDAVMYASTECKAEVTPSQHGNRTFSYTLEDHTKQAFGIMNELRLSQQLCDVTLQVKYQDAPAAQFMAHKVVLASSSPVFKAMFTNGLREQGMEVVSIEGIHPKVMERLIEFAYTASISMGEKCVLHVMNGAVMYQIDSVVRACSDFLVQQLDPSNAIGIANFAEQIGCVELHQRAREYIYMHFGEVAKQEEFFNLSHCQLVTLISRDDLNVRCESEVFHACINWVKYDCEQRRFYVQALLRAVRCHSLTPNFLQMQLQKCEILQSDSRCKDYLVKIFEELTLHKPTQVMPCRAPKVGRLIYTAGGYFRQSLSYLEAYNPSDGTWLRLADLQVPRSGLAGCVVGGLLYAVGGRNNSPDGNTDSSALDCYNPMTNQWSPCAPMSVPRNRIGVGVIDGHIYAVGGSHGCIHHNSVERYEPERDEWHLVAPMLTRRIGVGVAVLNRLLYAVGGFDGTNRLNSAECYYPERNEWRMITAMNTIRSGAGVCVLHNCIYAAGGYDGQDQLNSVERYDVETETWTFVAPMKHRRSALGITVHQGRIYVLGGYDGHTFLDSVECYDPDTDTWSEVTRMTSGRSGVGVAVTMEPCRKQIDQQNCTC
CAL PDZ FP-2 – CAL PDZ (human) peptide binding inhibition. purified CAL PDZ, TMR-peptide fluorescence polarization, 1 h. inhibition, % at 24.9 µM. AID 602252. Q9HD26. 300,000 compounds, 0.92% hits;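 active = mean inhibition of at least 30% with at least half of replicates also reaching 30%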;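 also: 0% = DMSO neutral control and 100% = excess unlabeled competitor peptide PRC23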
DAGLB inh – diacylglycerol lipase beta (human) inhibition | 340,000 compounds, 0.059% hits | HEK293T DAGLB membrane lysate, EnzChek fluorogenic substrate | inhibition, % at 5.17 µM | Q8NCG7; in the data active = inhibition above about 34%;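 also: 0% = enzyme with vehicle and 100% = wells lacking enzyme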
LANA DNA inh – KSHV C-LANA DNA binding inhibition. inhibition, % at 9 µM. MBP-C-LANA/FAM-LBS DNA binding, fluorescence polarization. 340,000 compounds, 0.078% hits. AID 504423;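 active = highest replicate inhibition at or above 60% at 9 µM, even if other replicates fall short; inactive = all replicates below 60% inhibition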;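 also: 0% = neutral control wells and 100% = 4 µM acridine orange control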
* marks the source's active call; other numbers are inactive results; / = no result given.

Below each SMILES: RTF Ca sens act | Rtt109 Vps75 | DAGLB inh | Keap1 Nrf2 FP | LANA DNA inh | CAL PDZ FP-1 | PKA-R2B act | CAL PDZ FP-2 | RTF Ca sens inh | SR-BI uptake up
> O=C(Nc1cccc(F)c1)C1CC(=O)N(c2ccc(Br)cc2)C1 (centres undefined)
    -6.0 | 4.8 | -3.6 | 2.1 | -1.6 | -1.7 | 0.7 | -0.5 | -3.9 | -2.3
> Cc1cc(C)cc(NC(=O)C2C3C=CC4(O3)C2C(=O)N(CCCN(C)C)C4C(=O)NC2CCCC(C)C2C)c1 (centres undefined)
    5.2 | -8.6 | 0.6 | -5.4 | 2.0 | -2.1 | 2.4 | 3.5 | -5.1 | 3.7
> CC(=O)Oc1oc(-c2ccccc2)nc1C=Nc1ccccc1
    -3.0 | 3.6 | 1.0 | -72.3 | 4.3 | / | 0.3 | 1.0 | -0.2 | 5.4
> Cc1cc(Nc2ncc(Cl)cc2Cl)n[nH]1
    6.8 | -0.2 | -0.8 | 0.6 | 0.5 | / | -1.7 | -7.8 | -10.4 | -9.4
> COc1cc(NC(=O)C2=C(C)OCCS2)c(Cl)cc1C(=O)NCCN(C)C
    -0.5 | 1.8 | -2.6 | -4.4 | -0.7 | -0.4 | 3.3 | / | -6.0 | 2.4
> O=C(CCn1cccn1)Nc1ccc(-c2ccno2)cc1
    1.6 | -0.8 | -2.7 | 4.5 | -0.5 | -3.8 | -2.5 | -3.9 | -0.3 | 6.2
> CN(C)c1ccc(/C=C/c2ccncc2)cc1
    9.3 | -21.2 | 1.6 | -12.7 | -0.6 | -1.1 | 5.6 | -2.8 | -14.2 | 14.6
> O=C(NCc1ccccc1F)C1CCN(C(=O)NCc2ccccc2)CC1
    10.2 | -4.2 | -2.1 | 0.4 | 4.2 | 0.1 | 1.8 | 0.3 | 0.2 | 5.5
> CCN1C(=O)CC(N2CCN(c3ccc(C(=O)c4ccccc4)cc3)CC2)C1=O (centres undefined)
    -0.3 | -4.1 | -0.8 | 1.0 | -0.7 | -4.0 | 8.7 | 7.4 | -7.3 | /
> CC12CN3CC(C)(CN(C1)C3c1c[nH]c3ccccc13)C2=O (centres undefined)
    -2.2 | -7.7 | 3.0 | -0.1 | 1.3 | -1.4 | 3.5 | -1.3 | -11.1 | 17.8

3 records drawn at random from those above:
Below each SMILES: RTF Ca sens act | Rtt109 Vps75 | DAGLB inh | Keap1 Nrf2 FP | LANA DNA inh | CAL PDZ FP-1 | PKA-R2B act | CAL PDZ FP-2 | RTF Ca sens inh | SR-BI uptake up
> O=C(NCc1ccccc1F)C1CCN(C(=O)NCc2ccccc2)CC1
    10.2 | -4.2 | -2.1 | 0.4 | 4.2 | 0.1 | 1.8 | 0.3 | 0.2 | 5.5
> Cc1cc(Nc2ncc(Cl)cc2Cl)n[nH]1
    6.8 | -0.2 | -0.8 | 0.6 | 0.5 | / | -1.7 | -7.8 | -10.4 | -9.4
> O=C(CCn1cccn1)Nc1ccc(-c2ccno2)cc1
    1.6 | -0.8 | -2.7 | 4.5 | -0.5 | -3.8 | -2.5 | -3.9 | -0.3 | 6.2

Continued:
Below each SMILES: RTF Ca sens act | Rtt109 Vps75 | DAGLB inh | Keap1 Nrf2 FP | LANA DNA inh | CAL PDZ FP-1 | PKA-R2B act | CAL PDZ FP-2 | RTF Ca sens inh | SR-BI uptake up
> CC(=O)N1CCc2ccc(N)cc21
    -3.7 | 2.7 | -0.6 | 0.4 | -2.0 | -0.3 | 1.0 | -4.4 | 5.3 | -12.2
> N#Cc1ccc(Cn2c(-c3ccc(F)cc3)noc2=O)cc1
    -4.3 | -3.6 | -2.0 | -1.4 | -12.4 | 13.9 | -2.9 | 3.1 | -5.3 | -6.5
> COc1cccc(C2c3c(oc4cc(C)c(C)cc4c3=O)C(=O)N2CCCN(C)C)c1 (centres undefined)
    -2.2 | 10.8 | 2.5 | 0.4 | -0.2 | -0.9 | -3.6 | / | 0.3 | 23.0
> Cc1ccc(SC(C)C(=O)Nc2ncn[nH]2)cc1 (centres undefined)
    0.3 | -6.0 | 1.1 | 2.7 | -0.3 | 0.4 | -2.8 | -0.7 | -15.5 | 19.4
> O=C(Cc1ccc(F)cc1)NC1CCCC1
    -3.3 | -2.7 | -3.7 | -1.7 | 0.5 | -1.7 | 8.6 | 3.5 | -2.8 | 20.9
> Cc1ccccc1OCC(O)Cn1c(N2CCN(c3ccccc3)CC2)nc2c1c(=O)[nH]c(=O)n2C (centres undefined)
    -9.1 | 1.5 | -7.8 | 2.3 | 0.0 | -1.4 | 2.9 | -0.9 | 1.8 | 33.6
> NS(=O)(=O)c1ccc(Cl)c(S(N)(=O)=O)c1
    12.1 | -3.6 | 2.6 | -0.3 | -1.6 | -0.4 | -2.1 | / | 4.3 | 5.7
> CC(C)c1cc(NCCOCCO)n2c(nc3ccccc32)c1C#N
    -3.5 | / | -0.8 | 3.5 | 1.9 | -2.7 | 4.7 | -3.9 | 2.8 | 20.2
> CCOC(=O)C1CCN(S(=O)(=O)CCNC(=O)c2ccc(F)cc2)CC1
    -7.7 | -3.3 | 0.2 | -1.1 | 1.4 | -2.1 | -0.5 | -3.8 | -52.4 | 29.3
> CC(=O)Nc1ccc(/C=N/Nc2nncc3ccccc23)cc1
    -10.2 | -2.1 | -1.1 | 2.3 | 0.2 | -1.0 | 0.2 | -4.1 | 2.3 | -15.6
> CCCNC(=O)Nc1nc(CC(=O)OCC)cs1
    -4.2 | 4.6 | -0.9 | -5.6 | -2.1 | -1.1 | 1.6 | 0.4 | -17.0 | 9.8
> COc1ccc(-c2nc(C#N)c(NCc3ccc(C)cc3)o2)cc1OC
    1.2 | 10.0 | 0.8 | 0.8 | 0.8 | 0.4 | 0.0 | 1.3 | -0.7 | -22.4
> COc1ccc(N2CCN(C(=O)c3ccc(S(=O)(=O)N4CCCC4)cc3)CC2)cc1
    -0.9 | 17.7 | 0.1 | -1.7 | -0.1 | -1.8 | -1.8 | -1.2 | 8.9 | -8.8
> Nc1cccnc1Sc1ccc(Cl)cc1
    2.9 | 2.6 | 1.0 | 1.5 | 0.7 | -0.8 | -7.8 | / | -3.6 | 3.4
> NC(=S)Cc1ccc(Cl)cc1Cl
    5.2 | 6.9 | -0.8 | 2.7 | -0.3 | -0.8 | 8.5 | 0.4 | 0.6 | 12.4
> Cc1cc(C)nc(N2N=C(CSc3ccc(Cl)cc3)CC2=O)n1
    -1.7 | -4.2 | 12.9 | -2.9 | 0.3 | 0.9 | -6.3 | 2.7 | -5.6 | -2.3
> COc1cc(/C=N/Nc2ccc(C(F)(F)F)cn2)ccc1O
    -3.3 | 0.0 | 3.6 | 4.9 | 2.4 | 0.8 | -8.5 | 7.5 | -8.1 | -12.3
> CCOCCCn1c(=N)c(C(N)=S)cc2c(=O)n3cccc(C)c3nc21
    -2.1 | -166.3 | 6.4 | -9.7 | -5.0 | -0.1 | -3.2 | 0.7 | -9.8 | -3.5
> Cc1sc(NC(=O)CS(=O)(=O)c2ccccc2)c(C(N)=O)c1C
    -3.8 | -7.0 | 0.4 | 0.0 | 0.5 | -3.0 | 2.9 | -2.7 | 4.2 | 11.5
> CCCNS(=O)(=O)c1ccc(CCC(=O)Nc2ccc3c(c2)OCCO3)cc1
    -2.8 | -5.4 | 0.1 | 1.3 | 0.8 | -2.1 | 3.3 | -3.3 | 8.9 | -17.6
> O=C(CSc1nc2ccccc2c(=O)[nH]1)N1CCN(S(=O)(=O)c2ccccc2)CC1
    -1.2 | 9.7 | -0.1 | -3.0 | -0.3 | -1.0 | -15.7 | -1.6 | -4.4 | 5.4
> COc1ccccc1CNC(=O)c1nn(C)c2c1CS(=O)(=O)c1ccccc1-2
    -0.7 | 0.3 | -0.5 | -3.1 | -1.2 | -1.8 | -4.3 | -3.2 | 4.5 | -74.0
> O=C1NC(Cc2c[nH]c3ccccc23)C(=O)N1Cc1cccc2ccccc12 (centres undefined)
    -2.8 | 3.4 | -0.6 | 1.4 | 0.2 | -3.3 | -3.5 | 2.2 | 3.3 | -13.9
> COc1ccccc1N1CCN(C(c2cccs2)C(C)NC(=O)c2cccs2)CC1 (centres undefined)
    -12.1 | 0.9 | -4.2 | -4.3 | -1.7 | -2.2 | -2.3 | -1.1 | -10.3 | -35.1
> CC1CCCC(CC(=O)O)(CC(=O)O)C1 (centres undefined)
    -0.3 | 9.9 | -2.6 | 3.4 | -0.1 | -0.2 | 4.6 | -4.2 | -1.9 | 26.6
> COC(=O)Cc1c(C)c2ccc(OC3CCCCC3=O)c(C)c2oc1=O (centres undefined)
    -7.2 | 2.8 | -1.1 | 0.3 | 2.1 | -0.4 | 7.5 | -5.5 | 2.9 | -27.5
> O=C(c1ccc(F)cc1)c1ccc(N2CCCCC2)cc1
    -4.7 | 0.0 | -5.5 | -1.8 | -1.2 | -0.2 | -3.5 | -3.9 | 0.3 | -13.7
> O=C(CC1CCOCC1)Nc1ccc(Cl)c(Cl)c1
    9.4 | 4.8 | -3.1 | -3.7 | 0.4 | -1.6 | -7.0 | / | 5.9 | 15.9
> N#C/C(=C(/O)CN1CCCCC1)c1nc(-c2ccc(Cl)cc2)cs1
    -0.7 | 0.7 | 3.5 | -5.1 | 2.1 | 0.5 | 5.2 | -1.3 | -23.5 | /
> COc1ccc(/C=N/NC(=O)CCc2n[nH]c(=O)[nH]c2=O)cc1O
    8.6 | -9.0 | 0.6 | 0.8 | 2.0 | 0.0 | -3.1 | -2.4 | -3.1 | 18.2
> CC(C)(C)OC(=O)C[C@@H]1C/C=C\C[C@H](CC(=O)N(CCO)Cc2ccccc2)C(=O)N[C@H](C(C)(C)C)COC1=O
    -2.1 | 4.2 | -4.5 | -2.5 | -0.2 | -0.1 | 2.1 | -2.0 | -2.4 | 10.6
> Cc1ccc(NC(=O)c2cccc(Cl)c2)nc1
    -2.6 | 11.4 | -2.4 | -1.7 | -2.3 | -0.5 | 0.1 | -5.2 | 0.3 | 4.2
> Nc1cccc2c(=O)c3ccccc3[nH]c12
    -3.8 | -5.0 | 8.9 | -3.3 | 0.9 | -1.2 | 0.2 | 3.2 | 7.4 | /
> CCCCCCNS(=O)(=O)c1nc2nc(C)cc(C)n2n1
    1.8 | 5.9 | 0.5 | 2.4 | -0.2 | 0.8 | 3.5 | / | -2.2 | 4.8
> Cc1csc(=O)n1CC(=O)Nc1ccc(C(C)C)cc1
    3.0 | -0.1 | 2.6 | -5.7 | -0.8 | -2.4 | -3.4 | 1.8 | -19.1 | 6.2
> CC(C)NC(=O)Cn1cc(S(=O)(=O)N2CCCC2)c(S(=O)(=O)N2CCCC2)c1
    0.8 | 8.0 | 0.7 | -2.7 | -0.3 | -0.2 | 3.4 | -2.0 | -6.2 | 12.8
> CC1CCCCC1NS(=O)(=O)c1ccc2c(c1)CC(=O)N2C (centres undefined)
    3.9 | -15.8 | -1.8 | -0.3 | -1.5 | -3.4 | -0.5 | 1.2 | -6.7 | -2.5
